Runt-CBFb FRET: blocks binding of human RUNX1 Runt domain to CBFb; Q01196+Q13951; Cerulean-Runt/Venus-CBFb FRET ratio 530/480, 1 h; inhibition, % at 20 µM; 220,000 tested, 0.46% active;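 active = inhibition over about 50% at 20 µM in the single-dose screen, limit read from the data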;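 also: 0% = DMSO wells and 100% = excess unlabeled CBFb competitor control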
Target sequence (Q01196 whole entry, looked up, the tested form may be a part): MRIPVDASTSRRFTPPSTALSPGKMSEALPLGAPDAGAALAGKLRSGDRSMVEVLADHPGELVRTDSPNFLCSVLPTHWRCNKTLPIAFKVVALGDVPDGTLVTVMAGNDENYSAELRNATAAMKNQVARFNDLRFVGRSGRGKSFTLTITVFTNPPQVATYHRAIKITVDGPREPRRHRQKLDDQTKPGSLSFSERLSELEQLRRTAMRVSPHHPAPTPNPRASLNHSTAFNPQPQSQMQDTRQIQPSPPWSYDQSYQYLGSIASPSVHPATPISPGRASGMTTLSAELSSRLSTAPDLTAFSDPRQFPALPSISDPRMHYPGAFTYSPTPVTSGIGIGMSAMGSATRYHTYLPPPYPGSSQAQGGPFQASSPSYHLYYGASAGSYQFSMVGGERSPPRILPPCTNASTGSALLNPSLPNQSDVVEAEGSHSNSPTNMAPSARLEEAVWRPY
Target sequence (Q13951 whole entry, looked up, the tested form may be a part): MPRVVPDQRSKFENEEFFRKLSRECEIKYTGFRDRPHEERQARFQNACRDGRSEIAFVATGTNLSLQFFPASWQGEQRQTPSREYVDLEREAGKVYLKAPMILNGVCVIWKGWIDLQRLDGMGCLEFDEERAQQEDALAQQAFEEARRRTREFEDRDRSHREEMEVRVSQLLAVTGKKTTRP
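Assay system: Cerulean-tagged RUNX1 Runt domain (FRET donor) fusion protein / Amount: 100 nM each of Venus-CBFb and Cerulean-Runt domain / Medium: Tris buffer pH 7.5 with salts and BSA / Also added: Venus-CBFb 100 nM / Schedule: 1 h complex formation plus 1 h compound treatment, room temperature / Signal: FRET fluorescence / Read-out: loss of energy transfer signal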
NCF1 inh: blocks human p47phox regulatory protein of NADPH oxidases. P14598. p47phox/p22phox peptide binding, fluorescence polarization, 2 h. inhibition, % at 24.7 µM. AID 1274. 220,000 tested, 0.53% active;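 active = inhibition above about 30%, limit read from the data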;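 also: 0% = p47phox with labelled peptide and 100% = labelled peptide alone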
TbHK1 inh: T. brucei hexokinase 1 inhibition; recombinant TbHK1, G6PDH-coupled NADH A340; inhibition, % at 10 µM; 220,000 tested, 0.11% active;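 active = inhibition of 50% or more in the single-dose primary screen; inactive = inhibition below 50%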
RBBP9 inh: human RBBP9 hydrolase inhibition. inhibition, % at 7.94 µM. AID 1515. recombinant RBBP9, FP-Rh probe fluorescence polarization. 220,000 tested, 0.2% active. O75884;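 active = inhibition above the campaign mean of all tested compounds plus 3 SD, cut at about 14% in these data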;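 also: plate controls were DMSO wells with RBBP9 for no effect and wells lacking RBBP9 protein for full effect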
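System: RBBP9 protein | Quantity: 2.5 µM RBBP9 dispensing solution, before mixing | Reagent: FP-Rh probe, 375 nM dispensing solution | Timing: Enzyme-compound preincubation 30 min, then probe labeling 45 min, 25 °C | Measured by: Fluorescence polarization | Read-out: % inhibition | Replication: One well per compound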
Runt-SMMHC FRET: blocks binding of human RUNX1 Runt domain to CBFb-SMMHC; Cerulean-Runt/Venus-CBFb-SMMHC FRET ratio 530/480, 1 h; inhibition, % at 20 µM; 220,000 tested, 0.74% active;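 active = mean inhibition across duplicate retests at 20 µM reaching about 50%, limit read from the data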;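 also: 0% = DMSO wells and 100% = wells with excess untagged CBFb-SMMHC; inhibitors lower the FRET ratio by blocking Runt binding to CBFb-SMMHC; some results filed as inactive read as strong as hits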
m-calpain inh: blocks pig calpain II enzyme activity; purified calpain II, fluorogenic peptide substrate, 30 min; inhibition, % at 16 µM; 220,000 tested, 0.37% active; AID 1236;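 active = inhibition above about 50%, limit read from the data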
EBV gp42 inh: EBV gp42 inhibition. Q1HVG2. 220,000 tested, 0.42% active. Fluorescence polarization binding assay, mP read-out. inhibition, % (tested at 21.74 µM). AID 1085; in the data active = inhibition above about 50%
Target sequence (Q1HVG2 whole entry, looked up): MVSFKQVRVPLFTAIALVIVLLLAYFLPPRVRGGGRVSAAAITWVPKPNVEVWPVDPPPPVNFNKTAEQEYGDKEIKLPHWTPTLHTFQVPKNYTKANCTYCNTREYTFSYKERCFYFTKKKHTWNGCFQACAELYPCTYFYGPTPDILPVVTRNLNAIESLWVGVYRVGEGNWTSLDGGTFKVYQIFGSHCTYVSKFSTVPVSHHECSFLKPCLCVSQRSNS
Furin inh: human furin inhibition | 220,000 tested, 0.061% active | AID 463115 | inhibition, % at 30 µM | P09958 | purified furin, fluorogenic substrate cleavage; in the data active = inhibition above about 25%; also: inactives centre near -15
p97 ATPase inh: blocks human p97 ATPase activity. recombinant p97 ATPase, Kinase-Glo ATP luminescence, 3 h. inhibition, % at 8 µM. 220,000 tested, 0.42% active. AID 1481; in the data active = inhibition above about 15%;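 also: 0% = DMSO vehicle and 100% = wells lacking enzyme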
An asterisk follows results filed as active; x = no result given; [ ] = dose if it differs, or a comment.

Results follow in this order: Runt-CBFb FRET	NCF1 inh	TbHK1 inh	RBBP9 inh	Runt-SMMHC FRET	m-calpain inh	EBV gp42 inh	Furin inh	p97 ATPase inh
COc1ccc(C(=O)Nc2cc3c(cc2C#N)OCO3)cc1S(=O)(=O)N1CCN(C)CC1
 : 0	0	1	-4	-1	-13	2	-26	1
COc1ccc(C(=O)NCc2nnc(SCC(=O)Nc3cc(C)cc(C)c3)o2)cc1OC
 : 0	-3	3	5	3	1	-7	-25[20 µM]	-3
C/C(CCS(=O)(=O)c1ccccc1)=N/O
 : 2	1	4	-11	3	21	-5	-11	-4
CCN1C(=O)/C(=C/c2cnn(C)c2C)SC1=S
 : 1	-21	-15	-3	0	18	13	-10[20 µM]	0
CC(=O)OCC1OC(n2ccc3ccccc32)C(OC(C)=O)C(OC(C)=O)C1OC(C)=O (stereo not given)
 : -2	0	-10	0	0	-12	-11	-12[20 µM]	0
N#Cc1c(C(F)(F)F)cc(-c2ccccc2)nc1SCCN1CCOCC1
 : -3	6	-14	-7	-14	-29	-3	-23[20 µM]	-9
O=C(Nc1cnccn1)Nc1ccc(Cl)cc1Cl
 : 2	-9	-3	-6	-1	-5	-2	-27	2
Cc1nn(CC(C)C)c(=S)[nH]c1=O
 : 1	-31	-3	-8	-3	12	-8	-17	-4
COc1cc(C(=O)N2CCC(n3c(C)nc4cc(F)ccc43)CC2)cc(OC)c1OC
 : 1	-7	-3	2	-7	-13	4	-24[20 µM]	1
CC(C)[C@H](N)c1nnc(SCC(=O)c2ccc(Cl)cc2)o1
 : 1	-10	-1	-2	2	-21	-26	-18[20 µM]	-2
Cc1ccc(-c2cc(C(=O)NCc3cccnc3)no2)cc1
 : -2	0	-3	2	2	30	9	25*[20 µM]	2
Cc1cc(C)c2c(n1)nn1c(NCCCN3CCOCC3)cc(C)nc21
 : x	x	-6	5	x	x	x	-14[20 µM]	2
CCCN(CCC)CCCNS(=O)(=O)c1ccc2c(c1)oc(=O)n2C
 : 0	-14	-4	-4	-5	9	-13	-21[20 µM]	2
CC(C)NS(=O)(=O)c1ccc(OCC(=O)Nc2ccccc2F)cc1
 : -1	-7	5	-3	0	-4	-17	-17[20 µM]	6
Fc1ccc(NC(=S)NCc2cccs2)cc1
 : 2	-3	4	-1	1	9	-4	-7	-1
CCN1CCN(C(=O)c2ccc(C(F)(F)F)cc2)CC1
 : -1	-11	-4	3	1	3	-11	-23	2
COc1cc(C(=S)N2CCN(C)CC2)ccc1OCC(=O)NCc1ccccc1
 : 2	0	-3	4	-1	11	4	-14	3
O=C(NNC(=O)c1cc(-c2ccccc2)nc2ccccc12)Nc1cccc(Cl)c1
 : -1	-4	-5	-15	0	-94	22	-24[20 µM]	5
CC(=O)Nc1nonc1-n1nnc(C(=O)NCc2ccccc2)c1C
 : -2	3	0	-1	0	-34	-2	-19	7
CCN(CC(=O)Nc1cccc(C(C)=O)c1)S(=O)(=O)c1ccc(OC)cc1
 : -1	2	-3	0	3	3	-7	-11[20 µM]	-5

The last two records of the part above are carried over, then new ones follow:
Results follow in this order: Runt-CBFb FRET	NCF1 inh	TbHK1 inh	RBBP9 inh	Runt-SMMHC FRET	m-calpain inh	EBV gp42 inh	Furin inh	p97 ATPase inh
CC(=O)Nc1nonc1-n1nnc(C(=O)NCc2ccccc2)c1C
 : -2	3	0	-1	0	-34	-2	-19	7
CCN(CC(=O)Nc1cccc(C(C)=O)c1)S(=O)(=O)c1ccc(OC)cc1
 : -1	2	-3	0	3	3	-7	-11[20 µM]	-5
O=C(c1cccn2c(=O)c3ccccc3nc12)N1CCN(c2ccccn2)CC1
 : -2	-6	-16	-7	-14	-76	5	-8	1
COc1ccc(C)cc1S(=O)(=O)N(CC(=O)Nc1cccc([N+](=O)[O-])c1)c1ccc(C)cc1
 : 2	-1	-5	-7	3	-33	-4	-2	10
CC(C)=C1SC(N2CCN(c3cccc(C(F)(F)F)c3)CC2)=NC1=O
 : -4	-4	0	-8	-10	-13	-11	-18[20 µM]	1
Cc1cccc(NC(=S)N(CCCN2CCOCC2)Cc2ccco2)c1
 : 39	-7	-6	-3	-2	-13	5	-19	2
Cc1ccc(NC(=O)C2(c3ccccc3)CC2(Cl)Cl)cc1C (stereo not given)
 : x	-4	8	-2	0	29	-1	-19	5
CCOc1ccc(C(N)=O)cc1OC
 : 0	-6	2	-3	1	-4	-19	-15[20 µM]	2
COc1cc(/C=C(\C#N)C(=O)NCC2CCCO2)c([N+](=O)[O-])cc1OC (stereo not given)
 : 10	-9	-15	-10	28	-18	-29	16[20 µM]	-3
O=C(O)c1cn(-c2ccc(F)c(F)c2)c2c(F)c(F)c(F)c(F)c2c1=O
 : 1	11	-7	4	-1	-20	-8	-9[20 µM]	4
COc1cc2c(cc1NS(=O)(=O)N1CCCCC1)oc1ccccc12
 : 1	-8	10	4	-4	-46	8	-10[20 µM]	2
O=[N+]([O-])c1cc(C(F)(F)F)cc([N+](=O)[O-])c1N1CCN(S(=O)(=O)c2ccccc2)CC1
 : 0	-2	20	3	1	-3	-19	-33	2
Cc1cc(NC(=O)COC(=O)c2cc(S(=O)(=O)N3CCOCC3)ccc2N2CCCCC2)no1
 : -1	-8	-18	4	-1	9	-7	-23[20 µM]	-3
N=c1n(CCN2CCCCC2)c2ccccc2n1CC(O)c1cccc(Br)c1 (stereo not given)
 : -2	-1	15	5	3	-8	-6	-9	-2
CCOC(=O)C1=NOC(CNC(=O)c2c(-c3ccccc3Cl)noc2C)C1 (stereo not given)
 : 0	-3	4	2	2	-26	-14	-19[20 µM]	3
Cc1cc2cc(C(c3nnnn3Cc3ccco3)N3CCCCC3)c(=O)[nH]c2cc1C (stereo not given)
 : 6	-8	-25	4	15	-45	-23	-10[20 µM]	-4
CCOC(=O)C1CCN(Cc2cnc(Oc3ccc(C(C)(C)C)cc3)s2)CC1
 : -12	-7	-2	-5	-8	-9	-12	-5[20 µM]	-5
CCC(=O)c1ccc(Oc2ccc(C(=O)c3ccc(C)cc3)cc2[N+](=O)[O-])cc1
 : -1	-10	-3	-4	4	10	-8	-19	7
CCc1noc(C)c1C(=O)Nc1nc(-c2ccc(Cl)cc2Cl)c(C)s1
 : 3	0	-10	-8	4	-14	-16	-10[20 µM]	0
CC1CCCCC1NC(=O)C1CCCN1S(=O)(=O)c1cccc2nsnc12 (stereo not given)
 : 2	-4	-12	-10	-8	1	-19	-1	-1
COc1ccc(-c2[nH]c3ccccc3c2SCCN)cc1
 : 0	1	9	4	-5	-122	-10	-9	3
O=C(CSc1nc2ccccc2c(=O)n1-c1ccccc1)N1CCc2ccccc21
 : -2	50*	17	-2	-19	68*	2	3	-9
O=C(O)C1=C[C@@H](c2coc3ccccc3c2=O)C[C@@H](OCCCCO)O1
 : 1	x	-1	-5	-1	12	0	-18	2
O=C1CCCc2[nH]c(-c3ccccc3)nc21
 : 6	1	3	-2	-7	-25	0	-26	5
O=C(NC1CCCC1)c1cc(S(=O)(=O)N2CCOCC2)c(Cl)cc1Cl
 : 2	0	0	-7	-4	-12	-10	-18	2
CCc1nnc(NC(=O)CSc2nnc(-c3cc4ccccc4cc3O)n2CC)s1
 : 8	3	-5	-11	7	-40	-4	-22	0
Cc1ccn(C(=O)c2ccc(NC(=O)C3CC3)cc2)n1
 : -1	1	-5	-4	-2	-8	3	-19	0
COc1cc2cc(C(=O)Nc3ccccc3)c(N)nc2cc1OC
 : 16	-4	-9	-9	48	-436	-20	-15	0
COc1ccc(C(c2nnnn2Cc2ccccc2)N2CCN(c3ccccc3)CC2)cc1 (stereo not given)
 : 1	-12	3	-8	-1	13	-8	-7	-2
CN(CCO)c1cc(N(C)CCO)c([N+](=O)[O-])cc1[N+](=O)[O-]
 : -1	-8	-23	-2	-7	3	-7	0	5
Cn1cccc1C(=O)Nc1nc(-c2ccccn2)cs1
 : -2	-5	-2	-4	1	-5	-5	1	0
Nc1nc(SCc2ccc([N+](=O)[O-])cc2)c2ncn(C3OC(CO)C(O)C3O)c2n1 (stereo not given)
 : -3	-5	-5	-4	1	-13	1	-25	9
COC(=O)/C(C#N)=C/c1ccc(-c2ccc(S(N)(=O)=O)cc2)o1
 : 24	-13	-17	-10	34	8	-7	-2	9
CC1C/C(=N/NC(=O)c2cccs2)CC(C)(C)C1 (stereo not given)
 : 1	-1	-8	-10	3	-1	-20	-14[20 µM]	1
CCc1nnc(NC(=O)CSc2ccc(-c3nc4ccc(C)cc4[nH]3)cn2)s1
 : -3	-19	-9	-6	-7	-59	-6	-13	-4
Cc1ccc(N(C(=O)c2ccc3c(c2)OCO3)C2C=CS(=O)(=O)C2)cc1 (stereo not given)
 : 1	-9	-1	-7	-2	0	-9	-21	-1
Nc1c(S(=O)(=O)c2ccccc2)nnn1-c1ccccc1
 : -3	-12	9	-7	1	-9	-24	-20[20 µM]	2
O=S1(=O)CC(O)C(N2CCC(c3ccccc3)CC2)C1 (stereo not given)
 : 1	-3	0	-2	-1	4	-15	-18[20 µM]	4

4 neighbouring compounds from above:
Results follow in this order: Runt-CBFb FRET	NCF1 inh	TbHK1 inh	RBBP9 inh	Runt-SMMHC FRET	m-calpain inh	EBV gp42 inh	Furin inh	p97 ATPase inh
CC1C/C(=N/NC(=O)c2cccs2)CC(C)(C)C1 (stereo not given)
 : 1	-1	-8	-10	3	-1	-20	-14[20 µM]	1
CCc1nnc(NC(=O)CSc2ccc(-c3nc4ccc(C)cc4[nH]3)cn2)s1
 : -3	-19	-9	-6	-7	-59	-6	-13	-4
Cc1ccc(N(C(=O)c2ccc3c(c2)OCO3)C2C=CS(=O)(=O)C2)cc1 (stereo not given)
 : 1	-9	-1	-7	-2	0	-9	-21	-1
Nc1c(S(=O)(=O)c2ccccc2)nnn1-c1ccccc1
 : -3	-12	9	-7	1	-9	-24	-20[20 µM]	2

A second format for 6 compounds above.
SMILES,Runt-CBFb FRET,NCF1 inh,TbHK1 inh,RBBP9 inh,Runt-SMMHC FRET,m-calpain inh,EBV gp42 inh,Furin inh,p97 ATPase inh
C/C(CCS(=O)(=O)c1ccccc1)=N/O,2,1,4,-11,3,21,-5,-11,-4
CCN1C(=O)/C(=C/c2cnn(C)c2C)SC1=S,1,-21,-15,-3,0,18,13,-10[20 µM],0
CC(=O)OCC1OC(n2ccc3ccccc32)C(OC(C)=O)C(OC(C)=O)C1OC(C)=O (stereo not given),-2,0,-10,0,0,-12,-11,-12[20 µM],0
N#Cc1c(C(F)(F)F)cc(-c2ccccc2)nc1SCCN1CCOCC1,-3,6,-14,-7,-14,-29,-3,-23[20 µM],-9
O=C(Nc1cnccn1)Nc1ccc(Cl)cc1Cl,2,-9,-3,-6,-1,-5,-2,-27,2
Cc1nn(CC(C)C)c(=S)[nH]c1=O,1,-31,-3,-8,-3,12,-8,-17,-4

Screening data (PubChem)
